BAZ2B block = qHTS Assay for Inhibitors of BAZ2B. Bromodomain adjacent to zinc finger domain protein 2B (Homo sapiens), Q9UIF8. AlphaScreen BAZ2B-H3K14Ac peptide displacement. Potency, µM (highest dose often 114 µM), without a hit: top-dose activity change, negative = inhibition, hits mostly inhibitors. actives 4.4% (n = 360,000); further: on the % scale 0 is the no-effect control and ±100 the full control effect; nearly all actives have a fitted effect of over 60% in size
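AlphaScreen luminescence quantifies BAZ2B engagement of H3K14Ac peptide; the protein and biotinylated peptide are both at 50 nM final, buffer PBS pH 7.4 with 0.01% Tween-20, all steps at room temperature.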
APE1 inh = qHTS Assay for Inhibitors of the Human Apurinic/apyrimidinic Endonuclease 1 (APE1) | DNA repair nuclease/redox regulator APEX1 (Homo sapiens), P27695 | recombinant APE1, TAMRA/BHQ-2 abasic DNA cleavage fluorescence | Potency, µM (top dose mostly 65.8 µM), inactives show at the top dose activity change, negative = inhibition, most hits filed as inhibitors | actives 0.35% (n = 350,000);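 further: plate controls were vehicle for no effect and reference inhibitor for full effect; nearly all actives have a fitted effect of over 55% in size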
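Endonuclease cleavage of a quenched abasic-site DNA duplex (50 nM) by APE1 (0.75 nM) was tracked by TAMRA dequenching. Compounds were preincubated with enzyme 15 min at room temperature; data normalized to buffer-only and DMSO wells plus NSC13755 control.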
Pol kappa inh = qHTS for Inhibitors of Polymerase Kappa; actives 0.53% (n = 400,000); Potency, µM (series often up to 107 µM), for the others: at the top dose activity, negative = inhibition, most hits filed as inhibitors; purified Pol kappa, fluorescent DNA synthesis assay, 10 min; DNA polymerase kappa (Homo sapiens), Q9UBT6; AID 588579, 2011; further: on the % scale 0 is the no-effect control and ±100 the full control effect
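Pol kappa 10 nM + cpd, 15 min RT; start w/ substrate 50 nM final; fluorescence kinetic read, 0 and 10 min. Neg ctrl: buffer, no enzyme.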
G9a block = qHTS Assay for Inhibitors of Histone Lysine Methyltransferase G9a | G9a H3K9 monomethylation, AlphaScreen, 2 h | Potency, µM (series often up to 102 µM), for inactives: at the highest dose activity, negative = inhibition, most hits filed as inhibitors | actives 8.8% (n = 350,000); further: on the % scale 0 is the no-effect control and ±100 the full control effect; nearly all actives have a fitted effect of over 75% in size
Target sequence (Q96KQ7 913-1193 limits assumed): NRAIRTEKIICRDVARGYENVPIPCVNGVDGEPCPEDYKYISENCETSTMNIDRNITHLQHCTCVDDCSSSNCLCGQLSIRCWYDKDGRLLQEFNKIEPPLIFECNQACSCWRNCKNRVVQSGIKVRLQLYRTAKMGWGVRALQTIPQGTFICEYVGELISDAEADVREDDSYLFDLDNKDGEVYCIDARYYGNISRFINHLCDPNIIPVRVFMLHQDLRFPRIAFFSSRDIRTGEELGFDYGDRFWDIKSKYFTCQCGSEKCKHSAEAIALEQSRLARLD
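AlphaScreen detection with an anti-monomethyl H3K9 antibody quantified product after a 2 h room-temperature reaction containing 500 nM biotinylated H3K9 peptide, 20 µM SAM and 20 nM enzyme, which had been preincubated 15 min with compound.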
Apoferritin bind = qHTS Assay for Identification of Novel General Anesthetics; apoferritin/1-aminoanthracene competitive binding, fluorescence; Ferritin light chain (Equus caballus), P02791; AID 485281, 2010; actives 0.074% (n = 350,000); Potency, µM (doses to about 77.5 µM), inactives show at the highest dose activity change, negative = displacement, most hits filed as inhibitors; further: on the % scale 0 is the no-effect control and ±100 the full control effect; nearly all actives have a fitted effect of over 20% in size
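In PBS, apoferritin at 10 uM is loaded with 1-AMA from a 50% saturated solution. After 10 min of compound exposure at ambient temperature, reduced 535 nm fluorescence indicates probe displacement.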
POLH inh = qHTS for Inhibitors of Polymerase Eta; recombinant Pol eta, fluorescent DNA replication assay; Potency, µM (highest dose often 114 µM), inactives show at the top dose activity change, negative = inhibition, hits mostly inhibitors; actives 1.2% (n = 390,000); further: on the % scale 0 is the no-effect control and ±100 the full control effect
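Pol eta at 10 nM preincubated with compounds 15 min at room temperature; reaction started with fluorescent substrate (50 nM final) and read kinetically at 0 and 10 min.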
Pol iota inh = qHTS for Inhibitors of Polymerase Iota; DNA polymerase iota (Homo sapiens), Q9UNA4; Pol iota fluorescent replication assay, 10 min; Potency, µM (series often up to 115 µM), without a hit: at the top dose activity, negative = inhibition, hits mostly inhibitors; actives 1% (n = 390,000); AID 588590, 2011
Target sequence (Q9UNA4 whole entry, looked up): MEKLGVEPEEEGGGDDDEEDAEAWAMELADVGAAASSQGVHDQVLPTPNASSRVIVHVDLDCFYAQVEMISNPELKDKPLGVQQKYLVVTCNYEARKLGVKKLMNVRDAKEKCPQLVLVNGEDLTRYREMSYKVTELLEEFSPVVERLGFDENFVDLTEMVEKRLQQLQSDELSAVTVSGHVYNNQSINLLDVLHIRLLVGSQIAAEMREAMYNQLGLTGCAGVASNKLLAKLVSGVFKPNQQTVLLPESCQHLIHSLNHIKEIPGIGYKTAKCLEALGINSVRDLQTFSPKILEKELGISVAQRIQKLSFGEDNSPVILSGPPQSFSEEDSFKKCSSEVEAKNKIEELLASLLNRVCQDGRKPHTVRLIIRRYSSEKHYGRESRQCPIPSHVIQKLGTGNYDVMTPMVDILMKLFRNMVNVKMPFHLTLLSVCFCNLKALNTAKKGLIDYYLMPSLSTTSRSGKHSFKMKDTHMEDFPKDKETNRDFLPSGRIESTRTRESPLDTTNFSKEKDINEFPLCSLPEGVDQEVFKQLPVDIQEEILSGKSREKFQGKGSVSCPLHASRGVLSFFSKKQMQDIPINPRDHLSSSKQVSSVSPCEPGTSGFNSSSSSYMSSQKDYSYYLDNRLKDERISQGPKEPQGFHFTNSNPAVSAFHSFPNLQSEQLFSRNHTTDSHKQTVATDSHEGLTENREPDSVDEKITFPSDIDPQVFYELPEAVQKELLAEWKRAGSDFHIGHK
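Pol iota at 10 nM preincubated 15 min with compounds at room temperature; reaction started with fluorescent substrate, 50 nM final. Fluorescence read kinetically at 0 and 10 min; buffer-only wells as negative control.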
BLM helicase inh = qHTS Assay for Inhibitors of Bloom's syndrome helicase (BLM). RecQ-like DNA helicase BLM (Homo sapiens), P54132. recombinant BLM DNA unwinding, fluorescence dequenching. Potency, µM (highest dose often 56.1 µM), for the others: top-dose activity change, negative = inhibition, actives largely listed as inhibitors. actives 0.2% (n = 350,000);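 further: plate controls were vehicle for no effect and no enzyme for full effect; nearly all actives have a fitted effect of over 35% in size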
Pol beta inh = qHTS Assay for Inhibitors of DNA Polymerase Beta | P06746 | AID 485314, 2010 | actives 1.3% (n = 340,000) | Pol beta primer extension/strand displacement, fluorescence kinetic | Potency, µM (titrated, usually from 114 µM), inactives show top-dose activity change, negative = inhibition, hits mostly inhibitors; further: on the % scale 0 is the no-effect control and ±100 the full control effect
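Preincubation: enzyme (10 nM) with compound, 15 min, RT. Reaction: substrate added to 50 nM final. Reads: 0 and 10 min. Analysis: normalized, Hill fit.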
* marks the source's active call; other numbers are inactive results; ? = inconclusive; nt = no result given; ! = repeats disagree; [ ] = another dose, or the depositor's remark. The call rests on the fitted dose curve; in most records, active means well fitted curve in the direction sought with a large enough effect; inconclusive means small, poorly fitted or top-dose-only effect, or another doubt; inactive means no such curve, though single readings can be large; an effect the other way counts as inactive or inconclusive. Potency means the concentration at half of the fitted maximal effect. A portion of the library; count on the stated rates, not on these rows.

Second line of a record – BAZ2B block | APE1 inh | Pol kappa inh | G9a block | Apoferritin bind | POLH inh | Pol iota inh | BLM helicase inh | Pol beta inh
1. COc1ccc(NC(=O)C(c2ccc(Cl)cc2)C(C)C)cn1 (stereo unspecified)
 : -14.4% | 33.0% | -6.4% | 35.8% | -16.0% | -11.5% | -9.3% | -6.8% | -18.3%
2. COc1cccc(-c2csc(NC3OC(=O)c4c3ccc(OC)c4OC)n2)c1 (stereo unspecified)
 : 79.4µM* | 17.1% | 8.0% | nt | -8.6% | -20.8% | -7.4% | -2.6% | -2.5%
3. COCCN(C(=O)CSc1ccc2c(c1)OCCO2)c1c(N)n(CC(C)C)c(=O)[nH]c1=O
 : nt | -3.2% | -14.3% | nt | nt | -8.5% | 13.7% | nt | nt
4. CCN(c1ccccc1)C(CNS(=O)(=O)c1ccccc1)c1ccccc1 (stereo unspecified)
 : -16.3% | nt | -19.3% | -9.5%[59 µM] | 64.4%[activator] | nt | -12.2% | -13.6% | -12.4%
5. Cc1n[nH]c(=O)nc1NCC1CCCO1 (stereo unspecified)
 : -5.9% | -1.6% | -8.2% | ? | 3.4% | 9.8% | -2.7% | -0.5% | -7.6%
6. Cc1ccc(-n2c(=O)c3c(cnn3C)n(Cc3ccc(Cl)cc3)c2=O)cc1
 : 17.7% | nt | 9.6% | 17.3%[59 µM] | -18.6% | nt | 3.1% | 0.3% | 16.0%
7. COC(=O)c1c(C)[nH]c(C(=O)C(C)Sc2nnc(-c3cc(OC)c(OC)c(OC)c3)o2)c1C (stereo unspecified)
 : -5.2% | 4.8% | -0.3% | ? | 1.6% | -10.3% | -6.8% | 1.7% | 0.2%
8. O=C1C(C2=NC(c3ccccn3)C3C(=O)N(c4ccccc4)C(=O)C23)=C(O)c2ccccc21 (stereo unspecified)
 : -23.4% | 5.6% | -3.8% | -6.1% | -2.9% | -2.6% | 1.2% | -0.4% | 29.0%
9. NC(Cc1cccc(-c2ccccc2CP(=O)(O)O)c1)C(=O)O (stereo unspecified)
 : nt | -2.8% | -6.5%[60.1 µM] | 9.47µM*! | nt | -0.4%[57.1 µM] | 6.7%[58.9 µM] | nt | 0.8%[57.1 µM]
10. Cc1cc(N2CCC(C)CC2)n2ncc(-c3ccccc3)c2n1
 : 202.1%[activator] | -6.9% | -14.2% | 235.5%[activator] | 482.5%[activator] | -2.9% | -5.8% | -4.4% | 1.8%
11. Cc1cc2nn(-c3ccccc3)nc2cc1NC(=O)c1cccc2c(Cl)cccc12
 : -0.9% | nt | -4.2% | 1.2%[59 µM] | 2.9% | -16.5% | 3.4% | -0.1% | 16.2%
12. O=C1CCCN1CC(=O)N1CCCC(Nc2cccc(F)c2)C1 (stereo unspecified)
 : -3.4% | 5.5% | -15.9% | 13.2% | -11.8% | -5.4% | -12.0% | 1.4% | -3.4%
13. CCOC(=O)c1c(-c2ccccc2)csc1NC(=O)c1cc(-c2ccc(Cl)cc2)on1
 : 4.1% | nt | 0.9% | 17.8µM* | 2.0% | -3.4% | -5.8% | -3.5% | 18.3%
14. CC#CC[N+](C)(C)CC(=O)c1ccccc1
 : 6.2% | 3.8% | -13.8% | nt | 33.6%[activator] | 12.5% | -7.1% | 4.0% | 6.3%
15. COc1ccc(N2CCC(CNC(=O)Nc3cccc(OC)c3)C2)cc1 (stereo unspecified)
 : 31.6µM* | -1.6% | -4.4% | ? | -14.8% | 0.8% | -9.2%[58.9 µM] | -9.5% | ?
16. CCOC(=O)C1(C)C=C(Nc2cccc(C(=O)O)c2)C(=O)N1c1cccc(C(=O)O)c1 (stereo unspecified)
 : 1.2% | nt | 8.1% | 16.3%[59 µM] | -1.7% | -19.2% | 15.9% | 0.6% | -0.9%
17. CC1=NN(c2nc(-c3ccc(C)cc3)cs2)C(=O)C1N=Nc1ccc(C(N)=O)cc1 (stereo unspecified)
 : -28.9% | -6.3% | -1.4% | -15.6% | -9.9% | ? | -9.4% | -1.0% | -5.8%
18. CC(C)Nc1nc(-c2ccncc2)nc(-c2ccc(Cl)cc2)c1C#N
 : -11.9% | -5.7% | -3.6% | 2.0% | -1.6% | -9.7% | 104.8%[activator] | 0.4% | 11.9%
19. Cc1noc(C)c1C(=O)N1CCN(c2ccc(OCc3ccccc3)cc2)CC1
 : ? | 2.8% | -3.6% | ? | -15.0% | -5.7% | -7.6% | -1.3% | -21.6%
20. CN(c1ccccc1)S(=O)(=O)c1cccc(NC(=O)CCNC(=O)c2ccc(Cl)cc2)c1
 : -6.0% | 7.1% | -4.5% | ? | nt | -17.0% | 12.2% | nt | nt
21. Cc1cccc(NC(=S)NCCN2CCOCC2)c1
 : -5.1% | 18.3% | -7.7% | -11.7%[59 µM] | -8.8% | -18.4% | 12.0% | 1.5% | 51.1%
22. N#Cc1c(NC(=O)C2CC(c3ccccc3Cl)=NO2)sc2c1CCC2 (stereo unspecified)
 : 0.6% | -6.1% | -1.9% | ? | -11.6% | 0.4% | ? | -9.0% | 4.5%
23. O=C(c1ccco1)N1CCC2(CC1)CCN(c1ncccn1)CC2
 : nt | 3.4% | 4.7%[60.1 µM] | 4.8%[12.7 µM] | nt | nt | nt | 6.9% | nt
24. CCCN1C(=O)c2[nH]nc(-c3ccccc3O)c2C1c1ccc(OCc2ccccc2)c(OCC)c1 (stereo unspecified)
 : -13.8% | nt | 0.0% | 17.7%[59 µM] | -10.3% | -22.5% | 12.7% | -5.2% | -2.3%
25. COc1cccc(C2C3=C(CC(C)(C)CC3=O)Nc3n[nH]c(C)c32)c1 (stereo unspecified)
 : -0.8% | -3.7% | -4.0% | -29.2% | 0.0% | -17.9% | 26.8% | -2.5% | 1.2%
26. C=CCn1c(SCC(=O)Nc2ccc(-c3nc4ccc(C)cc4s3)cc2)nnc1-c1ccncc1
 : 6.6% | 0.6% | -29.7% | 43.6%[59 µM] | -3.6% | -5.8% | -18.2% | -2.5% | ?
27. COc1ccc(-c2cn3c(n2)sc2cc(C(=O)NC4CCCc5ccccc54)ccc23)cc1 (stereo unspecified)
 : 4.3% | nt | -0.3% | 2.3%[59 µM] | 0.0% | -20.5% | 23.8% | -1.1% | 10.9%
28. COc1ccc(C2C(=O)N(C3CCCCC3)CC(=O)N2Cc2ccccc2Cl)cc1OC (stereo unspecified)
 : -23.4% | nt | -9.0%[60.1 µM] | -2.6%[59 µM] | -5.7% | -3.9% | -12.0% | -3.6% | 11.3%
29. CCN(C(=O)COn1nnc2ccc(S(=O)(=O)N(C)C)cc21)C1CCS(=O)(=O)C1 (stereo unspecified)
 : -3.9% | 6.1% | 6.5% | 12.9%[12.7 µM] | nt | -15.5% | 3.4% | nt | nt
30. COc1ccc(Nc2nc(Nc3ccc(OC)cc3OC)nc(N3CCOCC3)n2)c(OC)c1
 : 7.94µM* | nt | -5.8% | ? | -9.9% | -8.1% | -1.2% | -15.7% | 34.7%
31. COc1cc(C(CC(=O)NCc2ccc(F)cc2)N2Cc3ccccc3C2=O)cc(OC)c1OC (stereo unspecified)
 : -7.9% | nt | -5.1% | -5.5%[59 µM] | 0.0% | -9.6% | 16.9% | -7.9% | 43.3%
32. Cc1onc(-c2ccccc2)c1C(=O)N(C)CCc1ccccn1
 : -4.0% | 22.3% | -12.7% | 37.8% | 0.0% | -18.7% | 16.4% | -7.2% | -0.4%
33. CCn1c(CNC(=O)c2ccccc2F)nnc1SCc1nc2ccccc2c(=O)[nH]1
 : -1.3% | 5.0% | nt | -3.7% | -3.6% | nt | nt | -6.3% | 23.2%
34. CN1C=CC(=CC=C2C=CC(=O)C=C2)C=C1
 : -2.8% | 0.7% | -5.7% | 22.0%[0.501 µM] | 128.0%[activator] | -22.5% | 38.2% | 3.0% | 11.6%
35. O=C(CNC(=O)Cn1ccc2ccccc2c1=O)NCCCN1CCN(c2cccc(Cl)c2)CC1
 : ? | -4.6% | -4.4% | 0.2%[0.501 µM] | -12.4% | 4.5% | 8.8% | 1.0% | 3.8%
36. Cc1ccc2nc(-c3ccc(N4C(=O)CC(N5CCC(C(N)=O)CC5)C4=O)cc3)sc2c1 (stereo unspecified)
 : -0.5% | 0.6% | nt | 3.5% | -1.4% | nt | nt | 3.3% | 4.1%
37. CN(CC(O)COc1ccccc1F)C1CCCCC1 (stereo unspecified)
 : -13.1% | 7.8% | -5.8% | -38.9% | -4.8% | -2.8% | -1.9% | -1.0% | -0.5%
38. CCOC(=O)c1sc(=S)n(-c2cccc(OC)c2)c1N
 : 50.1µM* | -3.8% | -6.6% | 17.9%[0.501 µM] | -15.4% | -14.2% | 12.3% | -4.7% | 17.5%
39. CC(NC(=O)CCCCCN1C(=O)c2ccccc2C1=O)c1ccc2c(c1)CCCC2 (stereo unspecified)
 : 4.9% | -4.1% | -9.7% | 8.91µM* | -18.2% | -12.8% | 21.1% | -6.8% | 0.4%

Pulled by compound from the entries so far:
Second line of a record – BAZ2B block | APE1 inh | Pol kappa inh | G9a block | Apoferritin bind | POLH inh | Pol iota inh | BLM helicase inh | Pol beta inh
38. CCOC(=O)c1sc(=S)n(-c2cccc(OC)c2)c1N
 : 50.1µM* | -3.8% | -6.6% | 17.9%[0.501 µM] | -15.4% | -14.2% | 12.3% | -4.7% | 17.5%
33. CCn1c(CNC(=O)c2ccccc2F)nnc1SCc1nc2ccccc2c(=O)[nH]1
 : -1.3% | 5.0% | nt | -3.7% | -3.6% | nt | nt | -6.3% | 23.2%
34. CN1C=CC(=CC=C2C=CC(=O)C=C2)C=C1
 : -2.8% | 0.7% | -5.7% | 22.0%[0.501 µM] | 128.0%[activator] | -22.5% | 38.2% | 3.0% | 11.6%
37. CN(CC(O)COc1ccccc1F)C1CCCCC1 (stereo unspecified)
 : -13.1% | 7.8% | -5.8% | -38.9% | -4.8% | -2.8% | -1.9% | -1.0% | -0.5%

Compound activity from PubChem.
